Screens deposited in PubChem BioAssay by several laboratories.
NOD1 inhibition = NOD1 signaling inhibitors, primary screen, cell-based, luminescence, uHTS (AID 1578) | 1% of 290,000 active | inhibition, % at 4 µM, or EC50 in µM where a hit was titrated | NOD1-driven NF-kB luciferase reporter cells, luminescence; higher % means a stronger effect; in the data active = inhibition mostly above about 36%, no sharp cut-off; inactive = mostly below about 34%;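 note: HEK-293T reporter cells stimulated with the NOD1 agonist gamma-tri-DAP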
NOD2 inhibition = inhibition of NOD2-driven NF-kB reporter – cell-based, luminescence, uHTS, HEK293 (AID 1566); 0.63% of 290,000 active; one-dose inhibition, % at 4 µM; EC50 in µM for titrated hits; HEK293 NOD2/NF-kB luciferase reporter, luminescence; higher % means a stronger effect; note: many of its hits are not listed in these tables
KOR beta-arrestin-1 = kappa opioid receptor blockers – cell-based, luminescence, uHTS (AID 1778) | inhibition, % at 10 µM, or IC50 in µM where a hit was titrated | KOR beta-arrestin recruitment, luminescence, antagonist mode; higher % means a stronger effect | 0.091% of 290,000 active; note: strong numbers were not always called active
HIV peptide binding = cell-free HIV fusion peptide-binding blockers – biochemical, uHTS, fluorescence dequenching, primary screen (AID 1986); cell-free peptide binding, fluorescence dequenching, 30 min; higher % means a stronger effect; inhibition, % at 20 µM, or IC50 in µM where a hit was titrated; 0.3% of 290,000 active; in the data active = inhibition mostly above about 52%, no sharp cut-off; inactive = mostly below about 76%; note: some results filed as inactive read as strong as hits
GPR35 arrestin U2OS = inhibition of zaprinast-stimulated GPR35 beta-arrestin translocation – imaging, U2OS, beta-arrestin-GFP, zaprinast agonist, primary screen (AID 2058) | U2OS GPR35 beta-arrestin-GFP translocation imaging, zaprinast antagonism; higher % means a stronger effect | inhibition, % at 10 µM, or IC50 in µM where a hit was titrated | 0.052% of 290,000 active;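 active = inhibition of at least 50% with at least 30 cells and total cytoplasm GFP at most 10,000,000; inconclusive = under 30 cells or total GFP of 10,000,000 plus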
Myeloid diff 2 = myeloid differentiation induction. ER-HoxA9 myeloid progenitors, lysozyme-GFP differentiation, flow cytometry. calls only at 10 µM. 1% of 360,000 active. AID 624256;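 active = normalized GFP-positive differentiation at or above the plate's own cutoff, the solvent-only control mean plus 3 SD; inconclusive = no clear call, values can overlap the other calls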;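 note: cells exposed to compound for four days before flow analysis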
KOR beta-arrestin-2 = KOR agonists, beta-arrestin recruitment, primary screen, cell-based, luminescence, uHTS (AID 1777). activation, % at 10 µM; hits with a dose series show EC50 in µM. 0.02% of 280,000 active. KOR beta-arrestin recruitment, luminescence; higher % means a stronger effect; in the data active = activation above about 50%, passing the limit was not always enough; note: a part of the inactive calls stands beside numbers as strong as those of hits
GPR55 LPI antagonism = inhibition of LPI-stimulated GPR55 beta-arrestin translocation – imaging, U2OS, beta-arrestin-GFP, LPI agonist, primary screen (AID 2013); 0.13% of 290,000 active; one-dose inhibition, % at 10 µM; IC50 in µM for titrated hits; U2OS GPR55 beta-arrestin-GFP translocation imaging, LPI antagonism; higher % means a stronger effect;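 active = spots per cell inhibited over 60%, with over 100 cells counted and total cytoplasm intensity under 500,000; inconclusive = wells with under 100 cells, flagged as likely toxic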;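 note: U2OS cells stably carrying GPR55 and arrestin-GFP stimulated by 5 µM LPI near EC80; imaged beta-arrestin-GFP aggregate spots per cell after agonist stimulation; plate controls were LPI-stimulated DMSO wells for no effect and DMSO wells without LPI for full effect; some results filed as inactive read as strong as hits; confirmed hits need IC50 under 10 µM and bright autofluorescent wells are also inconclusive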
GPR55 activation = GPR55 agonists via beta-arrestin recruitment, primary screen, imaging, U2OS cells, beta-arrestin-GFP redistribution (AID 1961). 0.048% of 290,000 active. U2OS GPR55 beta-arrestin-GFP redistribution imaging; higher % means a stronger effect. activation, % at 10 µM, or EC50 in µM where a hit was titrated;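 active = activation above 40% with more than 50 cells counted in the well; inconclusive = wells holding fewer than 50 cells, flagged as toxic or sparse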;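 note: U2OS osteosarcoma cells stably expressing GPR55 and beta-arrestin-GFP; plate controls were DMSO negative control for no effect and LPI positive control for full effect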
Myeloid diff 2 GFP+ MAC1+ % = recorded beside Myeloid diff 2, whose call it bears; GFP+ MAC1+ double positive, %; measured here: differentiation confirmed by MAC1 staining
* marks the source's active call; other numbers are inactive results; i = inactive; ? = inconclusive; nt = not tested or not shown; [ ] = another dose, or the depositor's remark. Cut-off read from the data, not from the text of the source, unless noted: active = inhibition above about 50%; inactive = the rest.

SMILES	NOD1 inhibition	NOD2 inhibition	KOR beta-arrestin-1	HIV peptide binding	GPR35 arrestin U2OS	Myeloid diff 2	Myeloid diff 2 GFP+ MAC1+ %	KOR beta-arrestin-2	GPR55 LPI antagonism	GPR55 activation
CCN(CC)C(=O)COc1coc(CN2CCN(c3ccccc3F)CC2)cc1=O	-6%	12%	-17%	2.2%	-12%	i	1.3	1.0%	-1%	-0.1%
Cc1occc1-c1nnc(SCC(=O)N2CCc3ccccc32)o1	1%	4%	-2%	-1.4%	-1%	i	2.7	0.4%	-12%	-0.1%
CC(C)C(=O)Nc1nnc(COc2ccc(Cl)cc2)s1	6%	8%	0%	0.0%	-1%	i	0.4	2.0%	-12%	0.4%
Cc1[nH]c2ccccc2c1SCC(=O)NC1CCCCC1	-8%	12%	-7%	-1.6%	-6%	i	0.0	-2.4%	19%	-0.4%
O=C(NCCN1CCOCC1)C1CCC(CNS(=O)(=O)c2ccccc2)CC1 (stereo unspecified)	4%	7%	-15%	-1.4%	9%	?	nt	-1.1%	7%	0.2%
O=C(COC(=O)c1ccc(O)cc1)Nc1cccc(S(=O)(=O)NC2=NCCCCC2)c1	-11%	22%	14%	-0.4%	3%	i	0.3	3.8%	3%	0.3%
Cc1ccc(CNC(=O)C2CC(c3ccccc3[N+](=O)[O-])=NO2)cc1 (stereo unspecified)	-5%	-23%	-8%	-1.5%	2%	i	1.5	1.7%	5%	0.3%
Cc1ccc2c(nc3s/c(=C\c4ccc(-c5ccccc5C(=O)O)o4)c(=O)n32)c1C	14%	-14%	-22%	88%*	7%	i	2.9	6.3%	-5%	-0.2%
CCOc1ccc(C(C)(C)C)cc1S(=O)(=O)N1CCOCC1	-8%	-24%	-41%	0.0%	6%	i	0.8	-2.4%	4%	-0.1%
Cc1ccc(-c2csc(NC(=O)c3cccs3)n2)cc1	-46%	-59%	10%	-0.6%	-6%	i	0.7	0.6%	-3%	-0.1%
CC(=O)c1cccc(NC(=O)CSc2nnnn2C2CCCC2)c1	-14%	-3%	-113%	0.8%	-19%	i	0.1	-0.6%	-11%	-0.1%
COCCCNC(=O)c1ccc(Cn2c(=O)c3ccccc3n(Cc3cc(C)ccc3C)c2=O)cc1	-26%	-10%	2%	1.4%	7%	i	3.2	-1.0%	8%	-0.1%
CCOC(=O)Cc1nnc(NC(=O)c2ccco2)s1	-12%	-5%	-20%	-0.1%	6%	i	0.2	-1.8%	-2%	-0.3%
COc1ccc(/C=N/Nc2nccnc2Cl)cc1	-43%	-85%	6%	2.8%	0%	i	5.1	-0.4%	0%	-0.1%
O=C(C1CCCO1)N1CCN(S(=O)(=O)c2cccc3nsnc23)CC1 (stereo unspecified)	-15%	-2%	-6%	1.9%	-18%	i	0.7	34%	6%	-0.2%

Full records as entered above. Order of values: NOD1 inhibition | NOD2 inhibition | KOR beta-arrestin-1 | HIV peptide binding | GPR35 arrestin U2OS | Myeloid diff 2 | Myeloid diff 2 GFP+ MAC1+ % | KOR beta-arrestin-2 | GPR55 LPI antagonism | GPR55 activation
Profile of `Cc1[nH]c2ccccc2c1SCC(=O)NC1CCCCC1` = -8% | 12% | -7% | -1.6% | -6% | i | 0.0 | -2.4% | 19% | -0.4%
Profile of `CC(=O)c1cccc(NC(=O)CSc2nnnn2C2CCCC2)c1` = -14% | -3% | -113% | 0.8% | -19% | i | 0.1 | -0.6% | -11% | -0.1%

Remaining list, next part.
SMILES	NOD1 inhibition	NOD2 inhibition	KOR beta-arrestin-1	HIV peptide binding	GPR35 arrestin U2OS	Myeloid diff 2	Myeloid diff 2 GFP+ MAC1+ %	KOR beta-arrestin-2	GPR55 LPI antagonism	GPR55 activation
CN1C(=O)c2ccc(NC(=O)C3CCCCC3)cc2C1=O	-49%	-12%	-25%	0.3%	-9%	i	8.5	0.2%	-3%	0.3%
Cc1c(Br)c([N+](=O)[O-])nn1CC(=O)Nc1ccc2nc3n(c(=O)c2c1)CCCC3	-7%	17%	-12%	-0.2%	-13%	i	0.8	-0.4%	0%	0.2%
O=C(O)CCCCCn1c(SCc2cc(=O)n3cc(Cl)ccc3n2)nc2ccsc2c1=O	-22%	7%	17%	2.0%	13%	i	0.7	-1.1%	2%	-0.1%
CCCC(C)NC(=O)Cc1ccc(Br)cc1 (stereo unspecified)	10%	8%	-4%	-0.5%	-13%	i	0.6	0.0%	-4%	0.3%
O=C(N1CCN(CCO)CC1)N1c2ccccc2CCc2ccccc21	-10%	-4%	-5%	0.3%	-1%	i	0.4	-1.0%	-3%	0.0%
O=C(OC(C(=O)NC1CCCC1)c1ccc(F)cc1)c1ccno1 (stereo unspecified)	-8%	11%	0%	-0.4%	11%	i	5.2	3.0%	5%	-0.1%
C/C(CCc1ccco1)=N\NC(=O)CNc1c(Br)cc(Br)cc1Br	-37%	10%	5%	0.1%	-9%	i	0.2	0.1%	-7%	-0.5%
N#CC1=C(N)N(c2ccc(Cl)c(Cl)c2)C(=O)C1	-26%	0%	-14%	18%	-4%	i	0.8	-9.4%	16%	0.1%
Cc1cc(Cl)c(OCCCn2ccnc2)c(Br)c1	-16%	16%	nt	1.7%	-15%	i	0.4	1.6%	4%	-0.4%
Cc1cc(NC(=O)CSc2nnc(C(C)N(C)C)n2-c2ccc(F)cc2)no1 (stereo unspecified)	-23%	6%	10%	-1.4%	5%	i	0.7	-8.1%	4%	-0.2%
Cc1cccn2cc(CNc3ccccc3)nc12	-30%	-37%	14%	2.7%	-2%	i	2.2	-0.7%	-2%	0.5%
COc1cc(C(C(=O)NC2CCCC2)N(Cc2ccco2)C(=O)c2snc(C(N)=O)c2N)cc(OC)c1OC (stereo unspecified)	-5%	-3%	-29%	1.5%	9%	i	5.0	-4.1%	3%	-0.2%
CCOC(=O)Cn1cnc2sc3c(c2c1=O)CCC3	-18%	2%	10%	1.3%	-10%	i	0.4	-1.9%	0%	-0.1%
COc1ccccc1-c1cc(C(=O)O)c2c(=O)n(C)c(=O)n(Cc3ccccc3)c2n1	-2%	0%	-2%	0.5%	4%	i	0.7	-0.3%	4%	-0.2%
Cc1cc(C)c(S(=O)(=O)Nc2ccc(C(N)=O)cc2)c(C)c1	-20%	8%	-13%[20 µM]	-0.4%	23%	i	0.3	nt	2%	-0.1%
CCC1CCCCN1C(=O)c1ccc(OC2CCN(C(=O)C3CC3)CC2)cc1 (stereo unspecified)	-17%	-3%	-11%[20 µM]	1.8%	18%	i	0.2	nt	2%	0.0%
CC(C)c1ccc(C2C3CSCC=C3C(C#N)=C(N)C2(C#N)C#N)cc1 (stereo unspecified)	65%	6%	-36%	34%	-18%	nt	nt	-8.9%	26%	0.0%
CCOCCc1nnc(NC(=O)Cc2c(F)cccc2Cl)s1	2%	29%	-62%[20 µM]	0.6%	-10%	i	1.3	-1.7%	2%	-0.1%
CCn1c(=O)c(NC(=O)c2ccccc2)c2n(c1=S)CCCCC2	-15%	-9%	-15%	2.2%	-4%	i	0.4	-4.6%	4%	-0.2%
COc1ccc(-n2c(SCC(=O)Nc3ccc(C(N)=O)cc3)nc3c([nH]c4ccccc43)c2=O)cc1OC	-24%	0%	25%	0.2%	14%	i	1.1	-4.5%	11%	-0.1%
CCN(CC(=O)NCc1ccc(F)cc1)S(=O)(=O)c1ccc(C)cc1	0%	-3%	-26%	0.6%	11%	i	0.4	4.6%	-1%	-0.1%
CCNC(=S)Nc1cc(OCC)c(NC(=O)c2cccs2)cc1OCC	-34%	3%	1%	-2.1%	-7%	i	0.4	7.3%	0%	-0.3%
CC(=O)c1ccc(N2CCN(c3ncc(C(F)(F)F)cc3Cl)CC2)cc1	7%	10%	14%	2.1%	-3%	i	0.8	-1.3%	16%	-0.1%
COc1ccc(-c2[nH]ncc2CN(CC2CCC(=O)N2)C(C)C)cc1F (stereo unspecified)	-29%	-1%	12%[20 µM]	1.3%	6%	i	0.5	-0.9%	2%	-0.2%
CC1([N+](=O)[O-])COC2(OC1)C(=O)Nc1ccccc12 (stereo unspecified)	-13%	9%	5%	-0.6%	6%	i	0.3	-1.6%	13%	-0.3%
CCC(=O)Nc1ccccc1Nc1cc(C#N)c(C#N)cc1[N+](=O)[O-]	-18%	10%	-9%	-1.7%	-4%	i	1.2	0.7%	24%	-0.1%
O=C(CSCc1n[nH]c(=O)[nH]1)NCCOc1cccc(Oc2ccccc2)c1	-10%	-2%	8%	-0.5%	-3%	i	7.0	-1.2%	11%	0.0%
O=C1CC(N2CCN(c3ccccc3)CC2)C(=O)N1c1ccc(Cl)cc1 (stereo unspecified)	12%	3%	-38%[20 µM]	-0.5%	1%	i	1.1	nt	-4%	0.2%
CCC(C(=O)OC)n1cnc2c(nnn2-c2ccccc2)c1=O (stereo unspecified)	-12%	-16%	-16%[20 µM]	-0.8%	3%	i	1.2	-5.3%	-9%	0.0%
CCOC(=O)c1c(CC(C)C)csc1/N=C/C1C(=O)CC(C)(C)CC1=O	-23%	9%	13%	146%	9%	i	0.2	-8.0%	0%	-0.3%

Marked active in HIV peptide binding, among the entries above:
| canonical_smiles | NOD1 inhibition | NOD2 inhibition | KOR beta-arrestin-1 | HIV peptide binding | GPR35 arrestin U2OS | Myeloid diff 2 GFP+ MAC1+ % | KOR beta-arrestin-2 |
| --- | --- | --- | --- | --- | --- | --- | --- |
| Cc1ccc2c(nc3s/c(=C\c4ccc(-c5ccccc5C(=O)O)o4)c(=O)n32)c1C | 14% | -14% | -22% | 88%* | 7% | 2.9 | 6.3% |

More structures follow.
SMILES	NOD1 inhibition	NOD2 inhibition	KOR beta-arrestin-1	HIV peptide binding	GPR35 arrestin U2OS	Myeloid diff 2	Myeloid diff 2 GFP+ MAC1+ %	KOR beta-arrestin-2	GPR55 LPI antagonism	GPR55 activation
CCn1c(=O)c2sccc2n2c(CCCC(=O)N3CCN(c4ccccn4)CC3)nnc12	-9%	10%	-16%	0.4%	-25%	?	nt	6.5%	-44%	-0.2%
Cc1c(-c2ccccc2)[n+](=O)c2c(n1[O-])CCCCC2	-20%	12%	-6%	1.9%	1%	i	1.6	4.4%	11%	0.3%
Cc1c(C)n(Cc2ccccc2)c2ccc(C(=O)NCCCN3CCOCC3)cc12	-1%	-1%	-34%	-1.4%	26%	i	1.4	4.4%	-7%	-0.2%
COC(=O)c1ccc2[nH]cc(CCO)c2c1	-22%	-4%	-27%[20 µM]	-2.1%	1%	i	2.0	-0.4%	-9%	-0.1%
CCCn1c(C(C)Nc2nc(-c3cc(Cl)c(N)c(Cl)c3)cs2)nc2cc(Cl)c(N3CCCCC3)cc21 (stereo unspecified)	-11%	-1%	-15%[20 µM]	3.1%	-4%	i	0.3	-0.6%	-26%	-0.3%
CCN(CC)c1ccc(NC(=O)Nc2cccc(C(C)=O)c2)cc1	-11%	-20%	22%	-3.1%	1%	i	0.9	-2.3%	9%	-0.4%

The list is partial; the hit share may differ from the screen's.
